# Assay outcomes as filed in PubChem.
# DT40 TDP1 no CPT: qHTS for Inhibitors of human tyrosyl-DNA phosphodiesterase 1 (TDP1): qHTS in cells in absence of CPT. DT40 Tdp1-/- hTDP1 cells, no CPT, ATP luminescence, 48 h. Potency, µM (doses to about 46.2 µM), for inactives: at the highest dose activity change, negative = growth inhibition, hits mostly inhibitors. hit rate 15% among 420,000. AID 686978, 2013; note: nearly all actives have a fitted effect of over 55% in size
#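 No-CPT arm: Tdp1-/-;hTDP1 DT40 cells (400/well) plus compounds, incubated ≥48 hr at 37 °C. Readout CellTiter-Glo luminescence.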
# DT40 TDP1 CPT: qHTS for Inhibitors of human tyrosyl-DNA phosphodiesterase 1 (TDP1): qHTS in cells in presence of CPT | hit rate 12% among 420,000 | chicken DT40 Tdp1-/-;hTDP1 cells + 20 nM CPT, ATP luminescence, 48 h | Potency, µM (doses to about 46.2 µM), for the others: at the highest dose activity change, negative = growth inhibition, hits mostly inhibitors | AID 686979, 2013; note: nearly all actives have a fitted effect of over 55% in size
#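 Cell growth measured by CellTiter-Glo luminescence after a minimum 48 h, 37 C compound exposure with 20 nM CPT in Tdp1-knockout DT40 cells stably expressing hTDP1, seeded 400/well; qHTS titration format.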
# TDP1 block: qHTS Assay for Inhibitors of Tyrosyl-DNA Phosphodiesterase (TDP1). Potency, µM (series often up to 130 µM), for the others: top-dose activity change, negative = inhibition, usual class: inhibitors. hit rate 0.28% among 350,000. Tyrosyl-DNA phosphodiesterase 1 (Homo sapiens), Q9NUW8. AID 485290, 2010. recombinant TDP1, AlphaScreen DNA substrate cleavage; note: nearly all actives have a fitted effect of over 40% in size
# Target sequence (Q9NUW8 whole entry, looked up): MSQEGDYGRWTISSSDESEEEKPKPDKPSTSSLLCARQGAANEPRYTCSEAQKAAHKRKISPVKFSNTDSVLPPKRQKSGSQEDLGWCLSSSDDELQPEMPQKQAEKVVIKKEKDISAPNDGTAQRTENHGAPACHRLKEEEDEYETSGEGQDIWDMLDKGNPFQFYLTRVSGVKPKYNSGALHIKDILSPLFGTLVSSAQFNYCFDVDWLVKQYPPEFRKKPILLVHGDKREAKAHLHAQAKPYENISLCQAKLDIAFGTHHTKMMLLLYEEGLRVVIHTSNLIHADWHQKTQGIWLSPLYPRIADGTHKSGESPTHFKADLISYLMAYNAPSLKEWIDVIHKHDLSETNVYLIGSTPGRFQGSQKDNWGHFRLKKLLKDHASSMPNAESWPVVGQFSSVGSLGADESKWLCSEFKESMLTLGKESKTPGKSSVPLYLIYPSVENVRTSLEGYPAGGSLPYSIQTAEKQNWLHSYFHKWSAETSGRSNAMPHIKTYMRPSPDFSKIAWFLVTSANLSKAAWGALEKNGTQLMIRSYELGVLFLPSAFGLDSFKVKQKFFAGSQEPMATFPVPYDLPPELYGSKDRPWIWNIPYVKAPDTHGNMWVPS
#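 Tdp1 1 nM final; 15 min RT w/ cpd; substrate 15 nM, 5 min; beads 10 ug/ml, 10 min; AlphaScreen read. Neg ctrl: no enzyme.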
# * hit, by the source's call; ? = inconclusive; . = no result given; & = joins results of further samples; [ ] = remark or other dose. Calls come from the whole dose curve; as a rule, active = well fitted curve in the direction sought with a large enough effect; inconclusive = small, poorly fitted or top-dose-only effect, or another doubt; inactive = no such curve, though single readings can be large; an effect the other way counts as inactive or inconclusive. % is set by controls: 0 for no effect and ±100 for the full control effect; potency is the fitted concentration of half-maximal effect.
1. COc1ccc(CNC(=O)Cn2nnc3ccccc3c2=O)cc1
2. O=C(CCc1nc2sc3c(c2c(=O)[nH]1)CCCC3)Nc1cccc(Cl)c1
3. CC(C)(C)n1nnnc1C(c1ccccc1)N1CCCN(Cc2ccc(F)cc2)CC1 (configuration not stated)
4. CCC(CC)C(=O)Nc1cc(-c2ccccc2F)nn1-c1ccccc1
5. Cc1ccc(C)c(-n2nnnc2SCC(=O)NNC(=O)c2ccco2)c1
6. COC(=O)C1=CN(c2ccc(F)cc2)C=C(C(=O)OC)C1c1ccc(O)cc1
7. Cc1cc(CSc2ccccc2)ccc1NC(=O)COc1ccccc1C
8. COc1ccc(/C=c2\s/c(=C/C(=O)c3ccc(C)cc3)[nH]c2=O)c(OC)c1

compound no.	1	2	3	4	5	6	7	8
DT40 TDP1 no CPT	1.6%	20.6µM*	?	?	-26.8%	16.4µM*	-4.5%	?
DT40 TDP1 CPT	-9.8%	?	?	?	2.9%	6.0%	1.4%	-21.5%
TDP1 block	.	.	.	5.4%	2.5%	.	-2.7%	3.4%

# Overlap with the part before: two compounds, followed by the next part.
7. Cc1cc(CSc2ccccc2)ccc1NC(=O)COc1ccccc1C
8. COc1ccc(/C=c2\s/c(=C/C(=O)c3ccc(C)cc3)[nH]c2=O)c(OC)c1
9. CC1CCN(CCCNC(=O)c2ccc(N3CCCC3=O)cc2)CC1
10. COc1cc2ncnc(NCc3cccc(F)c3F)c2cc1OC
11. O=C(OCC(=O)N1CCc2ccccc21)c1ccccc1[N+](=O)[O-]
12. Cc1ccc(C(=O)N(Cc2ccc3c(c2)OCO3)Cc2nc3ccccc3c(=O)[nH]2)cc1
13. COc1ccc(Cl)cc1S(=O)(=O)NCc1ccc2c(c1)CCN2C(=O)c1cccc(C)c1
14. O=C(NC(=S)Nc1ccccc1N1CCOCC1)c1sc2ccccc2c1Cl
15. CC(=O)Nc1cc(-c2ccc(N(C)C)cc2)cn2c(-c3ccc(F)cc3)cnc12
16. Cc1ccc(C(=O)N(CC(=O)NC2CCCC2)c2cccc(F)c2)s1

compound no.	7	8	9	10	11	12	13	14	15	16
DT40 TDP1 no CPT	-4.5%	?	7.6%	?	4.4%	-11.1%	4.61µM*	?	?	-20.9%
DT40 TDP1 CPT	1.4%	-21.5%	-0.3%	?	-1.3%	-18.7%	3.26µM*	-27.2%	?	2.7%
TDP1 block	-2.7%	3.4%	1.9%	.	3.3%	8.8%	8.1%	2.7%	.	13.1%[0.0935 µM]

# Copied from the list.
# `Cc1ccc(C(=O)N(Cc2ccc3c(c2)OCO3)Cc2nc3ccccc3c(=O)[nH]2)cc1` in TDP1 block is entered as 8.8%
# `CC1CCN(CCCNC(=O)c2ccc(N3CCCC3=O)cc2)CC1` in DT40 TDP1 CPT is entered as -0.3%

# Continuation.
17. CCc1nc2ccc(C(=O)Nc3cccc(OC)c3)cn2c1N(C)Cc1ccc(OC)cc1
18. CCOc1ccccc1-n1nnnc1SCC(=O)Nc1cc(C)on1
19. CCCn1c(N)c(C(=O)CSc2nc(N)cc(=O)[nH]2)c(=O)n(C)c1=O
20. Cc1ccc(-c2nc3ccccc3s2)cc1NC(=S)NC(=O)c1cccc2ccccc12
21. COc1cc(NC(=S)NCc2ccc(S(N)(=O)=O)cc2)cc(OC)c1
22. CCc1ccc(-c2cc(C(=O)Nc3c(C)n(C)n(-c4ccccc4)c3=O)c3ccccc3n2)s1
23. CCOC(=O)CNC(=O)c1ccc(OCC(F)(F)F)cc1
24. c1ccc2c(N=NN3CCCCC3)ccnc2c1

compound no.	17	18	19	20	21	22	23	24
DT40 TDP1 no CPT	?	-17.1%	-0.2%	?	-21.2%	16.4µM*	-18.9%	?
DT40 TDP1 CPT	?	-27.0%	-27.3%	?	-1.0%	?	-3.4%	-129.1%
TDP1 block	.	1.5%	2.8%	8.0%	2.6%	4.0%	3.6%	.

25. CCCCCCCCCCCCCCCCCCOP(=O)([O-])OC1CC[N+](C)(C)CC1
26. Cc1ccccc1Oc1ccc2c(c1)[C@@H]1C[C@H](N(C)C(=S)Nc3ccc(F)cc3)[C@H]([C@H](C)O)C(=O)N1CC2
27. COC(=O)[C@@H]1C[C@@]2(O)[C@@H](O)[C@@H](O)[C@@H](O)C[C@H]2N1Cc1ccc(-c2ccccc2)cc1
28. Cc1nnc(SCC(=O)NC(C)(C)C)n1NCc1ccc(Cl)cc1
29. CCc1c(C)[nH]c2ccc(OC)cc2c1=S
30. Cc1cnc(/C=C/c2ccc(N(C)C)cc2)cn1
31. CCOC(=O)c1cc2cc(OC)ccc2[nH]1
32. Cc1cc(C(=O)Nc2sc3c(c2C#N)CCCCC3)cs1

compound no.	25	26	27	28	29	30	31	32
DT40 TDP1 no CPT	6.2%[21.1 µM]	?	-19.5%	-28.2%	?	2.82µM*	?	-26.8%
DT40 TDP1 CPT	4.5%[21.1 µM]	20.6µM*	?	-1.1%	?	3.16µM*	?	-21.9%
TDP1 block	.	.	6.9%&2.4%	2.5%	5.1%	.	1.9%	-9.1%

33. COc1ccc(-c2cn(-c3ccc(C)cc3)c(=O)n2CC(=O)Nc2ccc(OC)cc2OC)cc1
34. O=S(=O)(Nc1cccc(Cl)c1)c1ccc2[nH]c3c(c2c1)CCCCCC3
35. CCSc1n[nH]c(=S)s1
36. Clc1cccc(CN2CCN(c3ncccn3)CC2)c1Cl
37. CN=Cc1cc(-c2ccccc2)sc1O
38. Cc1ccc(NC(=O)O/N=C/c2ccc(N(C)C)cc2)cc1
39. Brc1ccc(-c2nc(-c3ccncc3)no2)o1
40. CCCS(=O)(=O)N1CCc2ccc(NC(=O)c3ccccc3Cl)cc2C1

compound no.	33	34	35	36	37	38	39	40
DT40 TDP1 no CPT	-10.6%	?	0.0%	?	-2.9%	-27.4%	-15.7%	-22.0%
DT40 TDP1 CPT	-9.0%	16.4µM*	-6.3%	-18.1%	-14.2%	1.7%	-23.5%	13.0%
TDP1 block	10.7%	7.7%	10.0%	.	-2.6%	.	0.0%	.

41. Cc1ccc(NC(=O)N2CCCC2C(=O)Nc2ccc3c(c2)OCO3)cc1 (configuration not stated)
42. C/C(=N/OC(=O)c1ccccc1Br)c1ccc(C)cc1
43. COc1cccc(C(=O)Nc2ccc(NC(C)=O)cc2)c1
44. CC1=C(C(=O)N(C(C)C)C(C)C)CC(CC(=O)NCc2cccc3ccccc23)C(=O)N1Cc1ccccc1 (configuration not stated)
45. O=C(CCCn1cncn1)N1CCCC(N2CCN(c3ccccc3F)CC2)C1 (configuration not stated)
46. C=CCOc1ccc(C[C@H](N)C(=O)NC[C@H]2O[C@@H](n3cnc4c(N)ncnc43)[C@H](O)[C@@H]2O)cc1
47. NC(=O)CSc1nnc(-c2cc(-c3ccc(Cl)cc3)nc3ccccc23)o1
48. Cc1cc(C)cc(-n2c(N)c(C(=O)Nc3c(C)n(C)n(-c4ccccc4)c3=O)c3nc4ccccc4nc32)c1

compound no.	41	42	43	44	45	46	47	48
DT40 TDP1 no CPT	3.9%	-28.3%	-14.5%	14.6µM*	28.9%	-22.0%	14.5%	8.2µM*
DT40 TDP1 CPT	1.3%	-10.0%	18.7%	?	-0.3%	-13.5%	-1.9%	7.31µM*
TDP1 block	6.5%	-10.4%	5.9%	.	2.1%	0.1%[56.1 µM]	2.6%	3.0%

49. CSc1nc2ccccc2cc1/C=C(\C#N)c1ccccc1
50. CCC(Cc1ccccc1)NC(=O)c1ccc2nc(N3CCOCC3)sc2c1 (configuration not stated)
51. O=C(Nc1ccc(C(=O)O)cc1)/C(=C\c1ccc2c(c1)OCO2)NC(=O)c1ccccc1
52. CCOC(=O)COc1ccc(S(=O)(=O)NCC2CCCO2)cc1 (configuration not stated)
53. COc1cc(Cn2c(-c3nonc3N)nc3ccccc32)ccc1C
54. Cc1cc(C(=O)N2CCN(C(=O)C3CCCO3)CC2)no1 (configuration not stated)
55. O=C1NC(CCc2ccccc2)C(=O)N1Cc1ccc(Br)cc1 (configuration not stated)
56. COc1ccc(OCC(=O)N(Cc2ccco2)C2CCS(=O)(=O)C2)cc1 (configuration not stated)

compound no.	49	50	51	52	53	54	55	56
DT40 TDP1 no CPT	?	13µM*	-26.6%	-15.8%	4.11µM*	-4.7%	-26.9%	-30.8%
DT40 TDP1 CPT	?	14.6µM*	-3.9%	-6.1%	2.91µM*	-19.9%	-0.5%	5.9%
TDP1 block	-2.5%	.	2.5%	2.2%	4.5%	1.1%	2.5%	.

# Given field by field: entries from further up.
52: CCOC(=O)COc1ccc(S(=O)(=O)NCC2CCCO2)cc1 (configuration not stated)
- DT40 TDP1 no CPT = -15.8%
- DT40 TDP1 CPT = -6.1%
- TDP1 block = 2.2%

53: COc1cc(Cn2c(-c3nonc3N)nc3ccccc32)ccc1C
- DT40 TDP1 no CPT = 4.11µM*
- DT40 TDP1 CPT = 2.91µM*
- TDP1 block = 4.5%

54: Cc1cc(C(=O)N2CCN(C(=O)C3CCCO3)CC2)no1 (configuration not stated)
- DT40 TDP1 no CPT = -4.7%
- DT40 TDP1 CPT = -19.9%
- TDP1 block = 1.1%

# Remaining list, next part
57. CC[C@]12c3[nH]c4cc(CCC(=O)N(C)C)ccc4c3CCN1C(=O)[C@@H](CC(=O)NCCCN(C)C)C[C@@H]2C(=O)N1CCN(C(=O)c2ccco2)CC1
58. O=C(C[n+]1cc(-c2ccc(Cl)c(Cl)c2)n2c1CCC2)N1c2ccccc2Sc2ccccc21
59. CC(C)(CN1CCc2ccccc2C1)NS(=O)(=O)c1ccccc1
60. c1ccc(CNc2cc(-c3cccnc3)ncn2)cc1
61. COc1ccc(NC2CCCN(C(=O)c3cccc(N(C)C)c3)C2)cc1 (configuration not stated)
62. Cc1cc(C(=O)N/N=C/c2c(CO)cnc(C)c2O)c2ccccc2n1
63. COc1ccccc1N1CCN(C(=O)COc2ccccc2C#N)CC1
64. Cc1ccc(C(C)(C)C)cc1S(=O)(=O)N1CC(=O)Nc2ccccc21

compound no.	57	58	59	60	61	62	63	64
DT40 TDP1 no CPT	-4.3%	23.1µM*	?	-14.5%	-18.3%	?	-13.4%	?
DT40 TDP1 CPT	1.5%	16.4µM*	?	-5.8%	5.9%	?	?	-5.1%
TDP1 block	-1.1%[56.1 µM]	0.0%	.	.	.	5.7%	-2.0%	6.0%[0.0935 µM]

65. O=C(NC(=S)Nc1cccnc1)c1cccc(Br)c1
66. O=C(CCC(=O)Nc1ccccc1Cl)NNC(=O)c1ccccc1[N+](=O)[O-]
67. CC1CC(C)(C)NC(=S)N1CC(=O)NCc1ccccc1Cl (configuration not stated)
68. Cc1ccc(C)c(N2N=C(C(=O)Nc3nccs3)CCC2=O)c1
69. COc1cc(Cl)c(CNC[C@H]2O[C@@H](n3cnc4c(N)ncnc43)[C@H](O)[C@@H]2O)c(Cl)c1O
70. CC(=O)Nc1ccc(S(=O)(=O)N(C)CC(=O)OCC(=O)N(C)C2CCS(=O)(=O)C2)cc1 (configuration not stated)
71. CN1CCN(C(=O)C(=O)Nc2c3c(nn2-c2ccc(Cl)cc2)CSC3)CC1
72. CCS(=O)(=O)Nc1ccc(C2=NN(S(C)(=O)=O)C(c3cccs3)C2)cc1 (configuration not stated)

compound no.	65	66	67	68	69	70	71	72
DT40 TDP1 no CPT	-9.7%	-10.7%	-7.8%	-9.5%	-24.1%	-4.4%	1.2%	-21.6%
DT40 TDP1 CPT	4.8%	-13.9%	-23.8%	0.1%	-2.8%	-10.9%	0.1%	-2.5%
TDP1 block	.	4.2%	2.3%	0.0%	0.0%[56.1 µM]	-1.2%	5.2%	-2.5%

73. OC(c1ccc(F)c(F)c1)c1nc(-c2cncnc2)cs1 (configuration not stated)
74. CCN1CCN(c2ccc(S(=O)(=O)N3CCOCC3)cc2NC(=O)c2ccccc2SC)CC1
75. CN(C)c1ccc(C(=O)NCc2ccc3c(c2)OCO3)cc1
76. C=CCN(c1ccc(C(=O)NC(C)C)cc1)S(C)(=O)=O

compound no.	73	74	75	76
DT40 TDP1 no CPT	?	-14.7%	7.6%	-12.4%
DT40 TDP1 CPT	-20.7%	-26.8%	-1.1%	-4.9%
TDP1 block	.	4.1%	.	4.9%
